Screening data (PubChem)
MITF primary – MITF inhibitors, primary screen, biochemical, AlphaScreen, human | Microphthalmia-associated transcription factor (Homo sapiens), O75030 | AlphaScreen MITF homodimerization, bead proximity signal | 650,000 compounds, 0.91% hits | inhibition, % at 2.6 µM; in the data active = inhibition above about 50%;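 also: 0% = vehicle wells with protein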
Target sequence (O75030 whole entry, looked up): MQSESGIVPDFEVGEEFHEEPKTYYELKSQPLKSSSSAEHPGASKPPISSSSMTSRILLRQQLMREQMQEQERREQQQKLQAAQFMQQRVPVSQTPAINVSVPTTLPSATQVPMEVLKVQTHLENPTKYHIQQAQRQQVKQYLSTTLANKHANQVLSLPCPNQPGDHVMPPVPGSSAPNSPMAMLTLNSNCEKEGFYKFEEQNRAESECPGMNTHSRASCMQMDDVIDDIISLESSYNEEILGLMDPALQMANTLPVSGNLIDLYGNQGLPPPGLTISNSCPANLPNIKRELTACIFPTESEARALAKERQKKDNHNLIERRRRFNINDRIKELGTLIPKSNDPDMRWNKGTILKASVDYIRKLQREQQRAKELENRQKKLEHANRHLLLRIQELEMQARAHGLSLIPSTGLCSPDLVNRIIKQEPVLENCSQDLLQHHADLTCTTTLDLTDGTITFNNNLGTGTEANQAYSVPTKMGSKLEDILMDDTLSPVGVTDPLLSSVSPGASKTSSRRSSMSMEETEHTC
GPR151 ag – activators of human GPR151, primary screen, cell-based, PathHunter beta-arrestin, luminescence | AID 1508602, 2020 | 650,000 compounds, 1% hits | G-protein coupled receptor 151 (Homo sapiens), Q8TDV0 | activation, % at 11.2 µM | PathHunter beta-arrestin GPR151 cells; in the data active = activation above about 4.9%;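 also: 0% = median of compound wells and 100% = cells with positive control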
Target sequence (Q8TDV0 whole entry, looked up): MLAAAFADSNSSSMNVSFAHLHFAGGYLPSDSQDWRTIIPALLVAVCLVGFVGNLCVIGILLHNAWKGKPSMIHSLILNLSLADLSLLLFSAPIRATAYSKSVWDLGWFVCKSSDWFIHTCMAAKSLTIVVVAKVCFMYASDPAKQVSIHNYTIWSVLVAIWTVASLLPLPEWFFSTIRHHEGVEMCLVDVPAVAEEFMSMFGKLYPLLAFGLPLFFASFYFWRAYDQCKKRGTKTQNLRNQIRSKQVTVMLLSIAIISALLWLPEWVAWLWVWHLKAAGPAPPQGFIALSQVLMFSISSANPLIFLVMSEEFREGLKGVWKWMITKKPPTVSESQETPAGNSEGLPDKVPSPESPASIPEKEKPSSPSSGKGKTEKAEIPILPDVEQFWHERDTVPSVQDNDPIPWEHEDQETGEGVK
TEAD-YAP block – TEAD-YAP interaction inhibition, primary screen, TEAD-YAP interaction inhibitor project, luminescence, HEK-TIYL cells; inhibition, % at 9.12 µM; TEAD-Gal4/YAP UAS-luciferase luminescence; 640,000 compounds, 1.4% hits; AID 1259422, 2018; in the data active = inhibition above about 32%;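 also: 0% = median of test compound wells and 100% = reference inhibitor wells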
FBW7 activator – FBW7 E3 ligase activators, primary screen, biochemical, AlphaScreen, human; F-box/WD repeat-containing protein 7 (Homo sapiens), Q969H0; AlphaScreen FBW7–phospho-cyclin E peptide binding, activator screen; normalized activity (activation), % at 26.1 µM; 650,000 compounds, 0.13% hits; AID 1259310, 2017; in the data active = normalized activity above about 1.9%;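 also: purified mutant Fbw7 with reduced substrate affinity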
Active calls of the source: *.

SMILES	MITF primary	GPR151 ag	TEAD-YAP block	FBW7 activator
Cc1nn(C)c(C)c1-c1cc(Nc2ccc(Oc3ccccc3)cc2)ncn1	14.5	-0.5	6.8	0.0
CCCc1ccc(C#N)c(SCC(=O)N2c3ccccc3Sc3ccccc32)n1	5.3	0.1	7.6	0.1
CCN(CC)C(=O)Cn1cnc2sc(C(=O)Nc3ccc([N+](=O)[O-])cc3C)c(C)c2c1=O	-11.4	-1.1	-0.7	-0.2
O=C(NNc1ccncc1[N+](=O)[O-])c1ccccc1	2.4	0.2	5.6	0.3
CCOC(=O)C1=C(C)N=c2s/c(=C/c3cccc(Br)c3)c(=O)n2C1c1ccccc1 (stereo not given)	-8.7	-0.3	-6.9	0.2
O=C(C1CC1)N1CCc2cc(S(=O)(=O)N(CCO)Cc3ccccc3)ccc21	-9.2	0.6	-29.4	-0.1
COc1ccc(-c2csc3ncc(C(=O)N(C)CC4OCCO4)c(=O)n23)cc1	4.4	-0.7	8.4	0.1
COc1ccc(CCNC(=O)CSc2nc3[nH]ncc3c(=O)n2-c2ccc(C)c(Cl)c2)cc1OC	8.4	-2.2	25.4	0.1
CN1CCC(C)(CNC(=O)CCc2nnc(C3(c4ccc(Cl)cc4)CCC3)o2)C1 (stereo not given)	-6.7	1.2	-46.8	-0.2
CSc1ccccc1NC(=O)CC1Sc2ccccc2NC1=O (stereo not given)	3.7	0.8	10.7	0.0
Cc1cccc(NC(=O)c2cc(S(=O)(=O)N3CCOCC3)cs2)c1	-4.2	0.8	5.9	-0.3
O=C(CN1C(=O)C2CCCN2S(=O)(=O)c2ccccc21)Nc1ccccc1 (stereo not given)	1.9	0.5	12.3	0.0
CN(C)CCNC(=O)c1ccc(Br)o1	-20.7	0.4	9.1	0.1
CC(C)Cc1ccc(C(C)NC(=O)C2(CC(=O)N3CCOCC3)CCCC2)cc1 (stereo not given)	-2.9	0.1	5.9	0.2
CC(C)NC(=O)CN(c1ccccc1Cl)S(=O)(=O)c1ccccc1	-3.8	-0.3	-2.8	0.1
O=C(CSc1nnc2c(n1)[nH]c1ccccc12)Nc1ccc2ccccc2c1	-2.6	2.4	3.0	0.3
N#C/C(=C\c1ccccc1Cl)c1nc(-c2ccccc2)cs1	-1.9	-0.5	-21.8	0.2
Cc1ncsc1CCCNC(=O)CCc1nnc(CCc2c[nH]c3ccccc23)o1	16.7	1.8	2.3	0.0
COc1ccc(/C(O)=C2/C(=O)C(=O)N(CCN3CCNCC3)C2c2cccc(Oc3ccccc3)c2)cc1 (stereo not given)	13.9	0.5	-0.5	0.0
CC(C)CC(=O)N1c2ccccc2NC2=C(C(=O)CC(C)(C)C2)C1c1ccc(Cl)cc1 (stereo not given)	2.0	-2.0	-1.2	-0.2
FC(F)(F)c1ccc(Nc2nccc(NCc3ccccc3)n2)cc1	1.6	-0.4	-9.5	0.2
CCSc1nnc(CSc2nc(C)cc(C)n2)n1-c1ccc(Cl)cc1	15.0	0.0	-4.6	0.2
COc1cc(CN2CCN(S(=O)(=O)c3ccccc3)CC2)ccc1OCc1ccccc1	36.5	0.6	6.0	-0.1
Cc1cccc(NC(=O)c2cc3cc([N+](=O)[O-])ccc3o2)c1	-13.2	-1.9	-59.8	-0.4
CC(=O)Nc1ccc(S(=O)(=O)NCC(=O)OC(C)(C)C)cc1	4.5	0.8	7.0	-0.1
COC(=O)c1cc(OC)c(OC)c(OC)c1NS(=O)(=O)c1ccccc1F	-1.8	1.4	8.6	-0.1
Cc1ccc(S(=O)(=O)N2CCN(C/C=C/c3ccccc3)CC2)cc1	-1.9	0.4	-6.5	-0.2
Cc1nc(C)c(C(=O)Nc2ccc3c4c(cccc24)CC3)s1	8.1	-1.3	2.4	-0.1
CN(c1ccc(Br)cc1)S(=O)(=O)c1ccc2[nH]cc(C(=O)N3CCN(c4ccccc4)CC3)c(=O)c2c1	0.8	2.3	10.1	0.3
COc1ccc(-n2nc(C(=O)NCC(=O)Nc3cc(OC)c(OC)c(OC)c3)c3ccccc3c2=O)cc1Cl	-0.7	2.4	49.9*	-0.1
Cc1ccc(-c2noc(CNC(=O)C3CCCCC3)n2)cc1	8.1	3.8	1.6	0.1
COc1ccc2ccccc2c1-c1cc(C(=O)N/N=C/c2ccc(O)cc2O)[nH]n1	7.3	-0.3	24.2	-0.3
COc1ccc(Cl)cc1C(=O)OCC(=O)c1c[nH]c2ccccc12	2.7	0.1	2.2	-0.1
CN1CCC(NC(=O)Nc2ccc(F)c(Cl)c2)CC1	17.6	-0.4	0.4	0.1
CCNc1nc(NCCOc2ccccc2)c2ncn(C(C)C)c2n1	17.9	0.9	-15.1	0.1
Cc1cc(C)c(C2=NN(c3ccccc3)C(c3ccco3)C2)cc1C (stereo not given)	-9.5	0.6	2.1	-0.1
COc1ccc(CCNC(=O)CC(=O)N/N=C/c2ccc(Br)cc2)cc1OC	0.2	0.1	11.7	0.2
Cn1cccc1C(CNC(=O)COc1ccccc1F)N1CCCCCC1 (stereo not given)	15.9	1.2	-2.3	-0.2
COc1ccc(CCNC(=O)c2noc(C)c2-c2ccccc2Cl)cc1OC	-6.5	-1.0	11.4	-0.1
CCOC(=O)C1CCN(C(=O)CSc2nnc(C(C)C)n2N)CC1	-1.3	0.6	11.6	0.1
CCOC(=O)c1sc2nc3n(c(=O)c2c1C)CCC(C)CC3 (stereo not given)	9.0	-0.1	-8.4	-0.2
COc1cccc(CN(C)C(=O)c2cn(C)c3cc(-c4cn[nH]c4)ccc23)c1	-1.6	0.1	-14.6	0.5
O=C(CSc1nc2ccccc2[nH]1)Nc1cc(C(F)(F)F)cc(C(F)(F)F)c1	-5.6	0.8	-4.7	-0.1
CC(NC(=O)Cn1ncc2c3ccccc3n(C)c2c1=O)C12CC3CC(CC(C3)C1)C2 (stereo not given)	7.2	-0.6	-3.9	0.1
CCCC1CCC(c2ccc(C(=O)Nn3c(C)nc4ccccc4c3=O)cc2)CC1 (stereo not given)	23.6	-1.0	0.2	0.1
Cc1ccnc(N=Cc2nc(-c3ccc(Cl)cc3)oc2O)c1	0.5	0.4	-10.1	-0.1
O=C(CC1C(=O)NCCN1Cc1ccc(F)c(F)c1)NCCc1c[nH]c2ccccc12 (stereo not given)	-2.9	1.0	5.2	-0.2
CCN(CC)C(=O)C1CCCN(c2cccc(C(=O)NCc3nc4ccccc4[nH]3)c2)C1 (stereo not given)	3.5	-2.6	3.2	0.0
CC1SC(=S)N(CCCC(=O)O)C1=O (stereo not given)	13.9	1.1	1.0	0.3
Cc1ccc(N(C(=O)C2CCCO2)C2C=CS(=O)(=O)C2)cc1 (stereo not given)	-10.4	3.6	-1.8	-0.1
COCCNC(=O)c1c[nH]c2ccc(S(=O)(=O)Nc3cccc(SC)c3)cc2c1=O	19.8	0.3	11.1	0.1
O=C1CCC(C(=O)OCc2cc(=O)oc3ccc4ccccc4c23)=NN1	-2.1	2.0	-4.6	0.0
CCC(=O)N1CCN(c2ccc(OC)cc2)CC1	11.5	-0.8	0.2	0.8
O=C(CCCc1ccccc1)Nc1ccnn1C1CCN(Cc2ccon2)CC1	1.4	-0.7	7.7	-0.1
CCOc1ccccc1CN1CCN(Cc2nccn2CC)CC1CCO (stereo not given)	13.8	-1.8	-7.4	0.2
Cc1cc(=O)nc2c3ccccc3n(CC(=O)N3CCc4ccccc4C3)n12	5.4	1.5	-19.5	-0.1
CCOc1ccc(CC(=O)NNC(=S)Nc2ccc(OC)c(OC)c2)cc1	5.5	0.0	-3.2	0.1
N#Cc1c(NC(=O)c2ccc(-c3ccccc3)cc2)sc2c1CCC2	10.4	1.7	-16.7	0.4
Brc1csc(CNc2ccc3[nH]ncc3c2)c1	7.8	0.3	-1.9	-0.1
Fc1ccc2nc3c(nc2c1)c1cc(F)ccc1n3Cc1ccc(Cl)cc1	-8.2	0.0	-2.8	0.0
Other structures.
SMILES	MITF primary	GPR151 ag	TEAD-YAP block	FBW7 activator
O=C(CN1CC(=O)N2CCCC2C1=O)NCc1cccs1 (stereo not given)	-7.6	0.9	-3.1	-0.1
COc1ccc(C2=N/C(=C\c3ccccc3C(F)(F)F)C(=O)O2)cc1	-8.8	-0.6	0.0	-0.1
CCOC(=O)C1=C(C)N(c2ccccc2)C(=O)/C1=C\c1cccc2ccccc12	-3.7	1.2	-0.7	-0.2
CCN(CC)CCCNC(=O)Cn1ccc2ccccc2c1=O	16.2	0.5	-2.2	-0.1
O=C(Nc1ccc(F)cc1)C1CC(=O)N(c2ccc(Cl)cc2)C1 (stereo not given)	0.9	0.0	4.2	0.0
COCCOC(=O)c1[nH]c2c(c1C)C(=O)CC(c1ccc(OC)c(OC)c1)C2 (stereo not given)	8.2	0.0	26.8	0.0
CS(=O)(=O)c1ccc2nc(NC(=O)/C=C/c3ccccc3)sc2c1	-9.1	-1.0	20.6	-0.1
COc1ccccc1CNC(=O)[C@@H](NC(=O)c1ccccc1)C(C)C	-0.7	-1.3	-0.1	-0.1
O=C(NC1CC1)C1CCC(Cn2c(=S)[nH]c3ccccc3c2=O)CC1 (stereo not given)	3.7	-0.1	4.7	0.3
CCN(CC)C(=O)c1c[nH]c2ccc(S(=O)(=O)N(CC)c3ccccc3)cc2c1=O	3.8	1.6	7.7	0.1
COc1cc(OC)c(OC)cc1CNCc1ccco1	14.2	-0.5	-6.4	-0.1
O=C(Nc1ccc2nn(-c3ccccc3)nc2c1)c1ccc(-c2cccc(Cl)c2)o1	1.4	1.3	-16.4	-0.2
Nc1nonc1-c1noc(-c2ccc(Cl)c([N+](=O)[O-])c2)n1	7.5	-0.6	0.8	-0.1
N=c1sccn1CC(=O)Nc1ccc2c(c1)CCC2	3.4	-0.8	-1.0	0.7
FC(F)(F)C(Oc1nc(NCc2ccccc2)nc(OC(C(F)(F)F)C(F)(F)F)n1)C(F)(F)F	-8.7	2.0	9.2	0.1

Rewritten comma-delimited: entries from further up
structure,MITF primary,GPR151 ag,TEAD-YAP block,FBW7 activator
COc1ccc(-n2nc(C(=O)NCC(=O)Nc3cc(OC)c(OC)c(OC)c3)c3ccccc3c2=O)cc1Cl,-0.7,2.4,49.9*,-0.1
CCOc1ccccc1CN1CCN(Cc2nccn2CC)CC1CCO (stereo not given),13.8,-1.8,-7.4,0.2

(more compounds)
SMILES	MITF primary	GPR151 ag	TEAD-YAP block	FBW7 activator
CCCCOC(=O)c1cc(=O)[nH]c2ccc(C)cc12	9.3	-0.5	-4.8	0.0
Cc1cccc(C2CC(c3ccccc3Cl)Nc3nc(N)nn32)c1 (stereo not given)	11.1	2.3	0.3	-0.1
CCC1CN(CC(=O)NCCc2nc3ccccc3c(=O)[nH]2)Cc2cc(OC)ccc2O1 (stereo not given)	13.6	4.2	-0.9	0.0
COc1ccc(NC2OCC(O)C(O)C2O)c([N+](=O)[O-])c1 (stereo not given)	7.2	0.3	8.5	0.2
CCOc1ccc(-c2cc(C(=O)Nc3sc4c(c3C(N)=O)CCC(C(C)(C)CC)C4)c3ccccc3n2)cc1 (stereo not given)	-10.8	1.2	-7.7	-0.2
Cc1nc(CC(=O)N(C)C(c2ccccc2)c2ccccc2)cs1	-4.3	-0.5	-14.2	0.0
Cc1cccc(N2CCN(C(=O)C3CCCO3)CC2)c1C (stereo not given)	12.2	1.4	16.2	-0.1
COc1cccc2c1OC1(C)CC2NC(=O)N1CCc1ccccc1 (stereo not given)	0.6	-0.2	14.9	-0.1
COc1ccccc1N1CCN(CCN(C(=O)c2ccc(F)cc2)c2ccccn2)CC1	3.6	0.7	1.3	0.0
O=C(Nc1ccc(-c2noc(-c3ccc(F)cc3)n2)cc1)c1ccco1	-10.8	1.1	-4.3	-0.1
COC(=O)c1ccc2c(c1)N(Cc1ccccc1Cl)C(=O)C(C)O2 (stereo not given)	-2.1	-0.3	-4.8	-0.2
O=C(CCc1ccccc1)NCCOc1ccccc1	13.2	-1.5	-15.6	0.2
CC1=CC(=O)C=C/C1=N/OS(=O)(=O)c1ccc(Br)cc1	7.7	-1.4	-3.9	0.4
COc1ccc(C2=NC(c3ccccc3OC)NC(c3ccccc3O)C2)cc1 (stereo not given)	2.9	-1.2	-67.2	0.0
COc1ccc(-n2nc(C(=O)NCC(=O)N3CCN(c4ccccc4OC)CC3)c3ccccc3c2=O)c(OC)c1	-4.2	0.9	-10.9	0.0
COc1cccc(-n2c(C)nnc2SCC#N)c1	4.7	-0.3	15.1	-0.3
O=C(Nc1ccc(-c2nnn(CC(=O)N3CCOCC3)n2)cc1)c1ccc(F)cc1	-6.5	-1.0	-4.8	-0.1
CCOC(=O)C1=C(C)N=c2s/c(=C\c3ccc(F)cc3)c(=O)n2C1c1ccc(F)cc1 (stereo not given)	5.7	0.3	-4.4	0.0
CCOc1ccc(C2=NC(c3ccc(C)cc3)NC(c3ccccc3O)C2)cc1 (stereo not given)	6.0	0.5	-66.8	-0.1
CC(C)c1nnc(NC(=O)c2cccc(Cl)c2)s1	5.4	-0.1	-56.7	0.0

Random excerpt: five compounds from above
SMILES	MITF primary	GPR151 ag	TEAD-YAP block	FBW7 activator
O=C(Nc1ccc(-c2nnn(CC(=O)N3CCOCC3)n2)cc1)c1ccc(F)cc1	-6.5	-1.0	-4.8	-0.1
CCOc1ccc(C2=NC(c3ccc(C)cc3)NC(c3ccccc3O)C2)cc1 (stereo not given)	6.0	0.5	-66.8	-0.1
CC(C)c1nnc(NC(=O)c2cccc(Cl)c2)s1	5.4	-0.1	-56.7	0.0
COc1cccc(-n2c(C)nnc2SCC#N)c1	4.7	-0.3	15.1	-0.3
CCOC(=O)C1=C(C)N=c2s/c(=C\c3ccc(F)cc3)c(=O)n2C1c1ccc(F)cc1 (stereo not given)	5.7	0.3	-4.4	0.0
